High-throughput results: PubChem, The Scripps Research Institute Molecular Screening Center
PLC-gamma1 inh: inhibitors of human phospholipase C gamma1; AID 720700; 370,000 tested, 0.84% active; purified PLC-gamma1, fluorogenic substrate, fluorescence; P19174; inhibition, % at 12.2 µM; in the data active = inhibition above about 9.5%
ARFGAP1 inhibitor: rat ARFGAP1 inhibition; Q62848; Arfgap1-stimulated ARF1 GTP hydrolysis, GDP FP detection; inhibition, % at 16.5 µM; 360,000 tested, 0.26% active; AID 651572;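 active = inhibition above a per-plate limit, mean inhibition of low control wells plus 3 SD, cut at about 25% in these data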;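 also: 0% = DMSO wells with enzyme and 100% = wells lacking Arfgap1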
Target sequence (Q62848 1-136 limits assumed): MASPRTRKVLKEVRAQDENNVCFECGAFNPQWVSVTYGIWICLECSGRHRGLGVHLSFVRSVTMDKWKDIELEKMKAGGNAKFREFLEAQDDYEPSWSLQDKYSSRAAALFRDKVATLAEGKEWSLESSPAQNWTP
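Repeats: one replicate per compound; assay system: rat Arfgap1 catalytic domain, aa 1-136; times: enzyme reaction 120 min at 25 °C after 20 min preincubation; detection: FP of antibody-bound GDP Alexa 633 tracer, ex 620/em 688 nm; benchmarks: high control wells lacking Arfgap1, low control full reaction with DMSO; reagent: human ARF1(Δ1-17)-GTP substrate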
PLCb3 inh: blocks human PLC-beta3 enzyme activity. Q01970. Purified PLC-beta3, fluorogenic substrate, fluorescence. inhibition, % at 12.2 µM. 370,000 tested, 0.18% active; in the data active = inhibition above about 11%;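 also: 0% = median of compound wells on plate and 100% = full blocker control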
Tn7 DDE FP: DD(E)-Tn7 binding inhibition, primary FP screen; 370,000 tested, 0.13% active; FP displacement of FITC-Tn7 peptide from fibrin DD(E); 0% = median of compound wells per plate; inhibition, % at 8.3 µM;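 active = inhibition above the mean of compounds falling within the control limits plus 3 SD of them, cut at about 14% in these data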;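 also: 0% = plate median of compound wells and 100% = 10 µM Aha-Tn7 peptide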
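Test system – human fibrin DD(E) · Times – 10 min preincubation, 3 h with tracer, room temperature · Detection – fluorescence polarization of the labelled Tn7 tracer · Measure – percent inhibition normalized to high-control wells · Benchmarks – high control wells with 10 µM unlabelled Aha-Tn7 peptide (full inhibition) · Repeats – singlicate testing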
TDP2 absorb: TDP2 (human) inhibition, absorbance primary screen. O95551. recombinant TDP2, T5PNP hydrolysis, p-nitrophenol absorbance 415 nm. inhibition, % at 12.8 µM. 370,000 tested, 0.34% active. AID 720702;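 active = inhibition above the mean of all tested compounds plus 3 SD, set per campaign, cut at about 25% in these data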;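 also: 0% = DMSO with enzyme and 100% = buffer with substrate but no TDP2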
Target sequence (O95551 whole entry, looked up): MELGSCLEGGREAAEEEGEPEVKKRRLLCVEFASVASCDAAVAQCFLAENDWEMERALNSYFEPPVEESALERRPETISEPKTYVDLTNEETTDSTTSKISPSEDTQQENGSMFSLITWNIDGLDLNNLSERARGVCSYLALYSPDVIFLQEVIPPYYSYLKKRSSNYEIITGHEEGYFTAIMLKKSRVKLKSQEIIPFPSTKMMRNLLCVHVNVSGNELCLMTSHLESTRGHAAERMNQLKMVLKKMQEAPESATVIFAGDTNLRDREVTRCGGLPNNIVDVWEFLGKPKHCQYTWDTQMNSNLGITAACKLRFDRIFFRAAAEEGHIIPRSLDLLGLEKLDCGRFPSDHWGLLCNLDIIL
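System – recombinant human TDP2 · Amount – 120 nM TDP2 per well · Buffer or medium – Mg2+-containing Tris-HCl buffer, pH 7.5 · Reagent – T5PNP substrate, 5 mM · Dosing – 12.8 µM single point, 1% DMSO · Incubation – 2 h at 37 °C · Measured by – epi absorbance · Read-out basis – percent inhibition · Benchmarks – high control without enzyme, low control DMSO plus TDP2 · Repeats – singlicate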
SIAE inh: blocks human sialic acid acetylesterase; Q9HAT2; SIAE FP-Rh probe binding, fluorescence polarization; inhibition, % at 9.66 µM; 370,000 tested, 0.69% active;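 active = inhibition above a cutoff: mean of compounds within the control limits plus 3 SD of those, cut at about 17% in these data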;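 also: 0% = plate median of compound wells and 100% = probe without SIAE protein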
Target sequence (Q9HAT2 whole entry, looked up): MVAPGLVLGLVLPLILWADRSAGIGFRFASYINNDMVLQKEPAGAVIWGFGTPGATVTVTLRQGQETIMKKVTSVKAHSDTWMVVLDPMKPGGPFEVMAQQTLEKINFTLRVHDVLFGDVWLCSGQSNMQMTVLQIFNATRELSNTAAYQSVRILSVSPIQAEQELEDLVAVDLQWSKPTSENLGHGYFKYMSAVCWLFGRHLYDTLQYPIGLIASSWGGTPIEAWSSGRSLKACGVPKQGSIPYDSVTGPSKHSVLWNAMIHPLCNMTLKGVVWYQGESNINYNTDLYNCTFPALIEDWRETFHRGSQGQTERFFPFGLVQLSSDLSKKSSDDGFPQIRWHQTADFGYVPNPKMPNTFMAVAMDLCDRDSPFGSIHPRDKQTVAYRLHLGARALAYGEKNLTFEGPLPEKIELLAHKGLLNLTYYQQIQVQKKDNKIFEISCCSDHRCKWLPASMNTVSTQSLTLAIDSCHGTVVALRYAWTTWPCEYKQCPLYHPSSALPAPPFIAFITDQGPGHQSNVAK
ADAM17 inh: ADAM17 inhibition, QFRET primary screen. inhibition, % at 6.95 µM. 370,000 tested, 0.83% active. P78536. recombinant ADAM17, EDANS/DABCYL FRET peptide cleavage. AID 720648;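 active = inhibition above the mean of compounds lying between control limits plus 3 SD, set per campaign, cut at about 8.5% in these data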;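 also: 0% = DMSO-only wells as the low control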
ASAP1 inh: ASAP1 ArfGAP inhibition; Q9ULH1; ASAP1-stimulated ARF1 GTP hydrolysis, GDP FP detection; inhibition, % at 16.5 µM; 360,000 tested, 0.19% active; AID 624377; in the data active = inhibition above about 25%;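 also: 0% = vehicle with enzyme and substrate and 100% = no enzyme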
Tn6 DDE FP: DD(E)-Tn6 binding inhibition, primary FP screen; inhibition, % at 8.3 µM; 370,000 tested, 0.21% active; P02675; Fibrin DD(E) TRITC-Tn6 fluorescence polarization displacement;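 active = inhibition above a per-campaign cutoff: mean of compounds within control limits plus 3 SD, cut at about 15% in these data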;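 also: 0% = median of all compound wells on the plate and 100% = blocking peptide control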
ADAM10 inh: inhibits human ADAM10. 370,000 tested, 0.62% active. AID 720582. O14672. inhibition, % at 7 µM. recombinant ADAM10, EDANS/DABCYL FRET peptide cleavage, 3 h;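 active = inhibition above a per-campaign cutoff equal to the mean of compounds falling between control-based bounds plus 3 SD, cut at about 20% in these data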;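 also: 0% = DMSO wells while the 100% control is not disclosed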
* = called active by the depositor.

Screening CCC(=O)Nc1ccc(C(=O)NCc2ccccn2)cc1 returned PLC-gamma1 inh 4, ARFGAP1 inhibitor 12, PLCb3 inh -1, Tn7 DDE FP -10, TDP2 absorb -16, SIAE inh -7, ADAM17 inh -4, ASAP1 inh 6, Tn6 DDE FP -2 and ADAM10 inh -13.
Screening O=C1C=C(c2cccc(Br)c2)C[C@@H](c2ccc3c(c2)OCO3)C1 returned PLC-gamma1 inh 1, ARFGAP1 inhibitor 3, PLCb3 inh -5, Tn7 DDE FP 4, TDP2 absorb 12, SIAE inh 9, ADAM17 inh 1, ASAP1 inh 4, Tn6 DDE FP -2 and ADAM10 inh 9.
`CCOc1ccc(C(=O)Nc2ccc(Cl)cn2)cc1Cl` gave PLC-gamma1 inh 3, ARFGAP1 inhibitor 0, PLCb3 inh 3, Tn7 DDE FP -1, TDP2 absorb 4, SIAE inh -2, ADAM17 inh 1, ASAP1 inh -1, Tn6 DDE FP -8 and ADAM10 inh 13.
`CC1Cc2cc(S(=O)(=O)NCCc3ccccc3)ccc2N1C(=O)C1CC1` (stereo not drawn) gave PLC-gamma1 inh -1, ARFGAP1 inhibitor -17, PLCb3 inh -9, Tn7 DDE FP 2, TDP2 absorb 11, SIAE inh 0, ADAM17 inh 0, ASAP1 inh -16, Tn6 DDE FP 0 and ADAM10 inh 1.
For Cc1cc(C)nc(NS(=O)(=O)c2ccc(NC(=S)NC(=O)C(C)(C)C)cc2)n1 the results were PLC-gamma1 inh 9, ARFGAP1 inhibitor -1, PLCb3 inh 0, Tn7 DDE FP 2, TDP2 absorb -8, SIAE inh 0, ADAM17 inh -6, ASAP1 inh -3, Tn6 DDE FP 1 and ADAM10 inh 4.
Screening O=C(NC1CCCC1)C(c1ccc(Cl)cc1)N1CCc2ccccc21 (stereo not drawn) returned PLC-gamma1 inh 2, ARFGAP1 inhibitor 4, PLCb3 inh 3, Tn7 DDE FP 0, TDP2 absorb 9, SIAE inh 1, ADAM17 inh -2, ASAP1 inh -8, Tn6 DDE FP -4 and ADAM10 inh -5.
COC(=O)CCCC1=CC2=C(c3ccccc3)C(=O)C(C)(OC(=O)C3CCCC3)C(=O)C2=CN1CC1CC1 (stereo not drawn) was read as PLC-gamma1 inh -13, ARFGAP1 inhibitor 3, PLCb3 inh -21, Tn7 DDE FP -1, TDP2 absorb 23, SIAE inh 0, ADAM17 inh -5, ASAP1 inh -4, Tn6 DDE FP 7 and ADAM10 inh -11.
Screening OC[C@H]1O[C@H](OCCc2ccc(O)cc2)[C@H](O)[C@@H](O)[C@@H]1O returned PLC-gamma1 inh -1, ARFGAP1 inhibitor 8, PLCb3 inh -3, Tn7 DDE FP -10, TDP2 absorb -6, SIAE inh 2, ADAM17 inh -5, ASAP1 inh -1, Tn6 DDE FP -2 and ADAM10 inh -15.
O=C(N/N=C1/CC2CCC1C2)c1cc2ccccc2cc1O (stereo not drawn) was read as PLC-gamma1 inh -67, ARFGAP1 inhibitor -6, PLCb3 inh -114, Tn7 DDE FP 8, TDP2 absorb -3, SIAE inh 19*, ADAM17 inh -7, ASAP1 inh -13, Tn6 DDE FP 1 and ADAM10 inh -1.
For Cc1cc(Cl)ccc1N(CC(=O)N(C)Cc1ccccc1)S(C)(=O)=O the results were PLC-gamma1 inh 1, ARFGAP1 inhibitor 2, PLCb3 inh -1, Tn7 DDE FP 8, TDP2 absorb 6, SIAE inh -3, ADAM17 inh -4, ASAP1 inh -4, Tn6 DDE FP -7 and ADAM10 inh -15.
Screening O=C(CSc1ccccc1)N1CCC(N2CCC(C(=O)N3CCCC3)CC2)CC1 returned PLC-gamma1 inh 3, ARFGAP1 inhibitor 5, PLCb3 inh -4, Tn7 DDE FP -6, TDP2 absorb 5, SIAE inh 2, ADAM17 inh -4, ASAP1 inh 0, Tn6 DDE FP 4 and ADAM10 inh 6.
CN(C)c1ccc(C(=O)OCC(=O)NCCCc2ccccc2)cc1 was read as PLC-gamma1 inh -8, ARFGAP1 inhibitor 4, PLCb3 inh -18, Tn7 DDE FP 4, TDP2 absorb -3, SIAE inh 0, ADAM17 inh -3, ASAP1 inh -10, Tn6 DDE FP -4 and ADAM10 inh -1.
CCOc1nc(-c2ccccc2)ccc1-c1noc(COC)n1 was read as PLC-gamma1 inh -6, ARFGAP1 inhibitor -6, PLCb3 inh -10, Tn7 DDE FP 7, TDP2 absorb -9, SIAE inh -5, ADAM17 inh -3, ASAP1 inh -7, Tn6 DDE FP 0 and ADAM10 inh -24.
COc1ncnc2c1ncn2CC1COC(C)(C)O1 (stereo not drawn) was read as PLC-gamma1 inh -2, ARFGAP1 inhibitor 4, PLCb3 inh -2, Tn7 DDE FP 3, TDP2 absorb 4, SIAE inh -6, ADAM17 inh -3, ASAP1 inh -8, Tn6 DDE FP 4 and ADAM10 inh 0.
Screening O=C1c2ccccc2NC2(CCCC2)N1N=C1CCCC1 returned PLC-gamma1 inh -61, ARFGAP1 inhibitor 4, PLCb3 inh -79, Tn7 DDE FP 6, TDP2 absorb 0, SIAE inh 6, ADAM17 inh -50, ASAP1 inh 2, Tn6 DDE FP 13 and ADAM10 inh -142.
`CCOC(=O)[C@@]12CN(C(=O)OC(C)(C)C)CC=C1N(Cc1ccc(OC)cc1)C(=O)[C@H]2CC(=O)NCCc1ccccc1OC` gave PLC-gamma1 inh -1, PLCb3 inh 0, Tn7 DDE FP 4, TDP2 absorb 13, SIAE inh 7, ADAM17 inh 2, Tn6 DDE FP -5 and ADAM10 inh 5.
`Cc1ccc(NC(=O)c2cccc(S(=O)(=O)N3CCc4ccccc4C3)c2)nc1` gave PLC-gamma1 inh -1, ARFGAP1 inhibitor -1, PLCb3 inh -6, Tn7 DDE FP 1, TDP2 absorb 15, SIAE inh -12, ADAM17 inh 2, ASAP1 inh -16, Tn6 DDE FP 1 and ADAM10 inh -1.
`Cc1oc2cc3c(C(=O)N4CCCCC4)c(C)oc3cc2c1C(=O)N1CCCCC1` gave PLC-gamma1 inh -1, ARFGAP1 inhibitor 4, PLCb3 inh -5, Tn7 DDE FP -3, TDP2 absorb 11, SIAE inh 2, ADAM17 inh -3, ASAP1 inh 5, Tn6 DDE FP 1 and ADAM10 inh 5.
Screening CC(C)C(c1nnnn1C1CCCC1)N1c2ccccc2CC1C (stereo not drawn) returned PLC-gamma1 inh -21, ARFGAP1 inhibitor 4, PLCb3 inh -31, Tn7 DDE FP 10, TDP2 absorb 3, SIAE inh -4, ADAM17 inh -8, ASAP1 inh -8, Tn6 DDE FP 2 and ADAM10 inh -15.
COc1ccccc1NC(=O)CSc1ccc(-c2ccco2)nn1 was read as PLC-gamma1 inh -2, ARFGAP1 inhibitor 10, PLCb3 inh -14, Tn7 DDE FP 1, TDP2 absorb 2, SIAE inh 7, ADAM17 inh 3, ASAP1 inh -4, Tn6 DDE FP 7 and ADAM10 inh -13.
`COC(=O)c1nccnc1C(=O)Nc1ccccc1N1CCOCC1` gave PLC-gamma1 inh 1, ARFGAP1 inhibitor 0, PLCb3 inh -5, Tn7 DDE FP 3, TDP2 absorb -1, SIAE inh 0, ADAM17 inh -1, ASAP1 inh -1, Tn6 DDE FP -1 and ADAM10 inh -6.
COc1cccc(CNC(=O)CCCn2nc(C)c3c(C)n(-c4ccc(C)cc4)nc3c2=O)c1OC was read as PLC-gamma1 inh -2, ARFGAP1 inhibitor 9, PLCb3 inh -1, Tn7 DDE FP -2, TDP2 absorb 14, SIAE inh -4, ADAM17 inh -2, ASAP1 inh -1, Tn6 DDE FP 2 and ADAM10 inh -2.
Cc1ccc(-n2c(SCC(=O)Nc3ccc(S(=O)(=O)Nc4cc(C)nc(C)n4)cc3)nnc2-c2cccs2)cc1 was read as PLC-gamma1 inh -2, PLCb3 inh -3, Tn7 DDE FP -1, TDP2 absorb 6, SIAE inh 5, ADAM17 inh -2, Tn6 DDE FP -10 and ADAM10 inh -1.
For O=C(Nc1ccccc1Cl)C1CCCN(S(=O)(=O)c2ccc(F)cc2)C1 (stereo not drawn) the results were PLC-gamma1 inh 2, ARFGAP1 inhibitor 1, PLCb3 inh 7, Tn7 DDE FP -1, TDP2 absorb -10, SIAE inh -4, ADAM17 inh 1, ASAP1 inh -3, Tn6 DDE FP 9 and ADAM10 inh -3.
For COc1ccc(N2CCN(C(=O)CCc3nc(-c4ccc(C)cc4)no3)CC2)cc1 the results were PLC-gamma1 inh 2, ARFGAP1 inhibitor 3, PLCb3 inh 2, Tn7 DDE FP 4, TDP2 absorb -1, SIAE inh 8, ADAM17 inh -3, ASAP1 inh 1, Tn6 DDE FP 1 and ADAM10 inh -2.
Screening Cc1cccc(NC(=S)NNC(=S)NCc2ccccc2)c1 returned PLC-gamma1 inh 0, ARFGAP1 inhibitor 3, PLCb3 inh -1, Tn7 DDE FP -6, TDP2 absorb -4, SIAE inh 2, ADAM17 inh -5, ASAP1 inh -34, Tn6 DDE FP -1 and ADAM10 inh -1.

Nothing new here: 4 of the compounds above.
COc1ccccc1NC(=O)CSc1ccc(-c2ccco2)nn1 was read as PLC-gamma1 inh -2, ARFGAP1 inhibitor 10, PLCb3 inh -14, Tn7 DDE FP 1, TDP2 absorb 2, SIAE inh 7, ADAM17 inh 3, ASAP1 inh -4, Tn6 DDE FP 7 and ADAM10 inh -13.
`COC(=O)c1nccnc1C(=O)Nc1ccccc1N1CCOCC1` gave PLC-gamma1 inh 1, ARFGAP1 inhibitor 0, PLCb3 inh -5, Tn7 DDE FP 3, TDP2 absorb -1, SIAE inh 0, ADAM17 inh -1, ASAP1 inh -1, Tn6 DDE FP -1 and ADAM10 inh -6.
COc1cccc(CNC(=O)CCCn2nc(C)c3c(C)n(-c4ccc(C)cc4)nc3c2=O)c1OC was read as PLC-gamma1 inh -2, ARFGAP1 inhibitor 9, PLCb3 inh -1, Tn7 DDE FP -2, TDP2 absorb 14, SIAE inh -4, ADAM17 inh -2, ASAP1 inh -1, Tn6 DDE FP 2 and ADAM10 inh -2.
Cc1ccc(-n2c(SCC(=O)Nc3ccc(S(=O)(=O)Nc4cc(C)nc(C)n4)cc3)nnc2-c2cccs2)cc1 was read as PLC-gamma1 inh -2, PLCb3 inh -3, Tn7 DDE FP -1, TDP2 absorb 6, SIAE inh 5, ADAM17 inh -2, Tn6 DDE FP -10 and ADAM10 inh -1.
